TGFb SMAD3 inh: TGF-b pathway inhibition; HepG2 CAGA-GFP TGF-b/SMAD3 reporter, GFP fluorescence, 18 h; TGF-beta stimulated, 500 pg/mL final; Potency, µM (titrated, usually from 46.1 µM), without a hit: top-dose activity, negative = inhibition, actives largely listed as inhibitors; 410,000 compounds, 1.2% hits; note: % is set by controls: 0 for no effect and ±100 for the full control effect; nearly all actives have a fitted effect of over 65% in size
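HEPG2 CAGA-GFP cells (1000/well, DMEM with 1% FBS) were pre-incubated 2 h at 37 degrees C, given compound by pin tool, then stimulated with TGF-beta at 500 pg/mL final for 18 h before per-cell GFP fluorescence imaging.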
ATXN2 expr inh: reduces ATXN2 reporter expression in HEK-293 cells; HEK-293 ATXN2-luciferase reporter, luminescence, 24 h; Potency, µM (highest dose often 57 µM), inactives show top-dose activity change, negative = inhibition, actives largely listed as inhibitors; 360,000 compounds, 0.72% hits; note: % is set by controls: 0 for no effect and ±100 for the full control effect; nearly all actives have a fitted effect of over 55% in size
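ATXN2-luciferase reporter cells (luciferase flanked by upstream and downstream ATXN2 gene portions) were treated 24 h at 37 °C with compounds at up to 57 uM. SteadyGlo luminescence gave expression; GF-AFC fluorescence gave viability.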
MCF10A rerep: inducers of DNA re-replication in MCF 10A breast cells; MCF 10A DNA re-replication, Hoechst nuclear intensity, 48 h; Potency, µM (series often up to 46.1 µM), for inactives: at the top dose activity, positive = re-replication, usual class: activators; 350,000 compounds, 2.9% hits; AID 624296; note: % of control where 0% means no effect; nearly all actives have a fitted effect of over 50% in size
ATXN viability: viability counter-screen for ATXN expression inhibitors; S2 cells (HEK-293 line with an ATXN2-luciferase reporter) viability, CellTiter-Fluor protease fluorescence, 24 h; Potency, µM (titrated, usually from 56.7 µM), actives largely listed as cytotoxic; 400,000 compounds, 0.49% hits; AID 651635; note: nearly all actives have a fitted effect of over 40% in size
Nrf2 activator: activators of Nrf2 (ARE) signaling | AREc32 ARE-luciferase reporter (MCF7-derived line), luminescence, 24 h | Potency, µM (top dose mostly 46.1 µM), for the others: at the highest dose activation, hits mostly activators | 410,000 compounds, 0.31% hits | AID 624171; note: % of control where 0% means no effect; nearly all actives have a fitted effect of over 65% in size
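AREc32 cells carrying an ARE-driven firefly luciferase reporter were seeded at 1000 cells/well in OPTI-MEM with 5% FBS, then exposed to compound for 24 hr at 37 deg C. Luminescence was read with Steady-Glo after 30 min at RT.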
EPAC2 antag: blocks human EPAC2 exchange factor. EPAC2 GEF exchange of Rap1B-BODIPY-GDP, fluorescence. AID 720708. Potency, µM (top dose mostly 114 µM), for inactives: at the highest dose activity, negative = inhibition, hits mostly inhibitors. 360,000 compounds, 0.18% hits; note: % is set by controls: 0 for no effect and ±100 for the full control effect; nearly all actives have a fitted effect of over 45% in size; many of its hits are not listed in these tables
Target sequence (Q8WZA2 whole entry, looked up): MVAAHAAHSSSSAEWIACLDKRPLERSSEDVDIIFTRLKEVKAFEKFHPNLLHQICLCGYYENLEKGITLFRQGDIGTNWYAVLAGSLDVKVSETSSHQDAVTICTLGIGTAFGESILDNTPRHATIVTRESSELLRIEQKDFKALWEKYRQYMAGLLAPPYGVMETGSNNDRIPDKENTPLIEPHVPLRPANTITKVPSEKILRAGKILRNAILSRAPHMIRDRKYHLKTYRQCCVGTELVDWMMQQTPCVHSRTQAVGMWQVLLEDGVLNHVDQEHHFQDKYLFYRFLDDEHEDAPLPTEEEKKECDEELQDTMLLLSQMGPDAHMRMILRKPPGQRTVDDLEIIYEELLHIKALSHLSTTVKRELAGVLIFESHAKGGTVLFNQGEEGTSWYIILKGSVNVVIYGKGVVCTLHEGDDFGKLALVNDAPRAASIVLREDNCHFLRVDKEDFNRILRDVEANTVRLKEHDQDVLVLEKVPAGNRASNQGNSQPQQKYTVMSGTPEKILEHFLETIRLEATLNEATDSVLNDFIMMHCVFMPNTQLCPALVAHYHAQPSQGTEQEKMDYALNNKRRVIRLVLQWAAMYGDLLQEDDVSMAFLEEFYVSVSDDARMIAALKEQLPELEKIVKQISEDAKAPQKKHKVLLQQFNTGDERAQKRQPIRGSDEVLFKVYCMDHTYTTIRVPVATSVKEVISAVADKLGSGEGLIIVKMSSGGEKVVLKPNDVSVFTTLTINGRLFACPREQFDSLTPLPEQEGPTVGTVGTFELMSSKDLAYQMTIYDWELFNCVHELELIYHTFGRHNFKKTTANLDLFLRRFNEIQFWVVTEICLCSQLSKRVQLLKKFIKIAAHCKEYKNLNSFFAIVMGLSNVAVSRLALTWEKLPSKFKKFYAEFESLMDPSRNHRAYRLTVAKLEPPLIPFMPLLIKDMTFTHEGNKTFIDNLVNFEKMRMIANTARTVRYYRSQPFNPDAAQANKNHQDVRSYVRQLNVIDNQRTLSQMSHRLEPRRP
Nrf2 inh: inhibitors of Nrf2 signaling | A549 ARE-Fluc reporter, luciferase luminescence, 18-24 h | Potency, µM (highest dose often 46 µM), inactives show top-dose activity change, negative = inhibition, usual class: inhibitors | 360,000 compounds, 2.1% hits; note: % is set by controls: 0 for no effect and ±100 for the full control effect; nearly all actives have a fitted effect of over 60% in size
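Cells were seeded and rested 2 h, then exposed to compounds for 18-24 h. CellTiter-Fluor was read first as a viability measure. BugLite was added 15 min before the final luminescent read of ARE-luciferase activity in A549 cells.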
A549 tox: kills or reduces viability of A549 cells in Nrf2 counter-screen; A549 ARE-Fluc cells, CellTiter-Fluor viability, 18-24 h; Potency, µM (series often up to 46 µM), for inactives: top-dose activity change, negative = cytotoxicity, usual class: inhibitors; 390,000 compounds, 0.16% hits; AID 504648; note: % is set by controls: 0 for no effect and ±100 for the full control effect
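Cytotoxicity counterscreen: CellTiter-Fluor fluorescence was measured in A549 ARE_Fluc cells after 18-24 h of compound exposure in a concentration series. The subsequent BugLite luminescent read reports ARE-luciferase activity.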
HepG2 viability: HepG2 cytotoxicity, counter-screen for TGF-b inhibitors; HepG2 CAGA-GFP viability, ATP luminescence, 18 h; 410,000 compounds, 0.76% hits; AID 588856; Potency, µM (highest dose often 46.1 µM), without a hit: at the highest dose activity change, negative = cytotoxicity, most hits filed as cytotoxic; note: some results filed as inactive show a strong effect at the top dose
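CellTiter-Glo luminescence gave cytotoxicity after 18 hours at 37 degrees C. The cells were HepG2 CAGA-GFP in 1% FBS DMEM, stimulated with 500 pg/mL TGF-beta after compound addition. %Activity was normalised to no-cell wells (complete cell-killing) and DMSO (no toxicity), and curves were fitted and classified.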
* hit, by the source's call; i = inactive; ? = inconclusive; · = not tested or not shown; & = joins results of further samples; [ ] = another dose, or the depositor's remark. Calls come from the whole dose curve; as a rule, active = well fitted curve in the direction sought with a large enough effect; inconclusive = small, poorly fitted or top-dose-only effect, or another doubt; inactive = no such curve, though single readings can be large; an effect the other way counts as inactive or inconclusive. Potency is the fitted concentration of half-maximal effect. An excerpt; count on the stated rates, not on these rows.

SMILES | TGFb SMAD3 inh | ATXN2 expr inh | MCF10A rerep | ATXN viability | Nrf2 activator | EPAC2 antag | Nrf2 inh | A549 tox | HepG2 viability
CCOc1cc(/C=C2/NC(=S)NC2=O)ccc1OCc1ccc([N+](=O)[O-])cc1 | ? | ? | ? | ? | 9.0% | 13% | ? | ? | -1%
COc1ccccc1N(CC(=O)N(C)Cc1ccccc1)S(=O)(=O)c1cccs1 | 9% | -4% | 15% | i | -0.7% | -12% | -13% | -19% | -3%
Cn1c(Cc2ccccc2)n[nH]c1=S | -24% | 0% | -3% | i | -0.3% | 9% | 5% | -1% | 0%
COc1ccc(NC(=O)c2nc(SCc3ccccc3F)ncc2Cl)cc1 | -6%&15% | · | · | · | 1.2% | · | -2% | 0% | -16%&-18%
CCCCN1C(=O)C(CC(=O)NCCCN(C)C)CC(C(=O)N2CCOCC2)=C1C (centres undefined) | 13% | 1% | · | i | -0.7% | 5% | · | · | -6%
Cc1ccc2[nH]c3c(c2c1)CN(C)CC3 | 29% | -2% | 0% | i | 0.0% | -2% | 4% | -9% | 12%
CCS(=O)(=O)N1CCCC(C(=O)NCc2ccc(C)cc2)C1 (centres undefined) | -2% | 3% | -3% | i | -0.1% | 1% | -11% | -1% | -16%
Cc1cc(=O)oc2c(C)c(OCC(=O)N3CCC(C(=O)O)CC3)ccc12 | -3% | 5% | -22% | i | -1.3% | 4% | 6% | 8% | 0%
COc1ccc(C)cc1-n1nnc(-c2nc(-c3ccccc3Cl)no2)c1N | 0% | 3% | · | i | 0.0% | · | -5% | 0% | 2%
COCCN(C(C)=O)c1nnc(-c2cnccn2)s1 | 22% | -9% | ? | i | -0.2% | -1% | 0% | 13% | -11%

Ordered by SMILES length (ascending): 6 of the compounds above.
SMILES | TGFb SMAD3 inh | ATXN2 expr inh | MCF10A rerep | ATXN viability | Nrf2 activator | EPAC2 antag | Nrf2 inh | A549 tox | HepG2 viability
Cc1ccc2[nH]c3c(c2c1)CN(C)CC3 | 29% | -2% | 0% | i | 0.0% | -2% | 4% | -9% | 12%
COCCN(C(C)=O)c1nnc(-c2cnccn2)s1 | 22% | -9% | ? | i | -0.2% | -1% | 0% | 13% | -11%
COc1ccc(NC(=O)c2nc(SCc3ccccc3F)ncc2Cl)cc1 | -6%&15% | · | · | · | 1.2% | · | -2% | 0% | -16%&-18%
COc1ccc(C)cc1-n1nnc(-c2nc(-c3ccccc3Cl)no2)c1N | 0% | 3% | · | i | 0.0% | · | -5% | 0% | 2%
CCCCN1C(=O)C(CC(=O)NCCCN(C)C)CC(C(=O)N2CCOCC2)=C1C (centres undefined) | 13% | 1% | · | i | -0.7% | 5% | · | · | -6%
CCOc1cc(/C=C2/NC(=S)NC2=O)ccc1OCc1ccc([N+](=O)[O-])cc1 | ? | ? | ? | ? | 9.0% | 13% | ? | ? | -1%

New compounds follow.
SMILES | TGFb SMAD3 inh | ATXN2 expr inh | MCF10A rerep | ATXN viability | Nrf2 activator | EPAC2 antag | Nrf2 inh | A549 tox | HepG2 viability
Cc1cc(C)cc(N(CC(=O)Nc2cccc(C)n2)S(=O)(=O)c2c(C)noc2C)c1 | ? | ? | 0% | ? | 6.6% | -16% | ? | -17% | -11%
CCOC(=O)c1c(CN(C)C)n(-c2ccccc2)c2cc(Br)c(OC)cc12 | ? | 17% | ? | i | 6.0% | -7% | 23% | 14% | -6%
COc1ccc(C(=O)OC2=C(C(=O)c3ccccc3)N(C)S(=O)(=O)c3ccccc32)cc1OC | 0% | -4% | · | i | -0.8% | · | -7% | 7% | -24%
CCOc1ccccc1CN1CCN(Cc2cccc3nonc23)CC1CCO (centres undefined) | 0% | -19% | 14% | i | -0.2% | -8% | 3% | 0% | -17%
O=C1c2cc(S(=O)(=O)NCCCO)ccc2-c2ccc(S(=O)(=O)NCCCO)cc21 | ? | 12% | 0% | i | 0.1% | -1% | -7% | 0% | -16%
CCOC(=O)C1=C(C)NC(=S)NC1c1ccc(-c2ccc(Cl)cc2)o1 (centres undefined) | ? | -39% | ? | ? | 16% | -2% | ? | -3% | -5%
CCc1ccc(C(=O)NNC(=O)C2CC(=O)N(c3ccc4c(c3)OCCO4)C2)cc1 (centres undefined) | -9% | -7% | 0% | i | -0.7% | -13% | 8% | 1% | -16%
CCCN(CCC)CCCNC(=O)c1cn(CCOC)c(=O)c2c1c1ccccc1n2C | 17% | 26% | 5% | i | 4.0% | 9% | -7% | 0%[1.84 µM] | 3%
Cc1ccc(-n2ccc(=O)c(C(=O)Nc3ccc(S(=O)(=O)Nc4nccc(C)n4)cc3)n2)cc1 | -10% | 0% | 17% | ? | 0.4% | 3% | 0% | 3% | 8%
O=C(CCn1cccc1)NCc1ccccc1 | ? | -4% | -6% | i | 0.1% | 14% | -4% | -9% | 5%
Cc1csc(CNC(=O)C2CCC(=O)N(CCCc3ccccc3)C2)n1 (centres undefined) | 2% | 9% | -1% | i | -0.5% | 9% | -12% | 0% | 3%
CC(=O)c1cc2c(cc1N/C(=N/S(=O)(=O)c1ccc(Cl)cc1)c1ccc(F)cc1)OCO2 | 2% | -11% | · | i | -0.8% | · | · | 9% | 2%
CC(=O)c1ccc(OCc2cc(C(=O)N(C)Cc3cc(C)no3)no2)cc1 | 21% | 36%[activator] | 2% | i | 1.8% | 2% | ? | 1% | 8%
O=C(c1nn(Cc2ccccc2)c(=O)c2ccccc12)N1CCN(C/C=C/c2ccccc2)CC1 | -9% | -18% | ? | ? | 8.2% | -2% | ? | ? | -1%
COc1ccc(OCc2cc(C(=O)N3CCCCCC3)no2)c(Cl)c1 | 2% | 58%[activator] | -12% | i | 3.9% | -3% | ? | 1% | -17%
COc1ccc(-c2nn(-c3ccccc3)cc2C(=O)O)cc1OC | -18% | -10% | 11% | i | -0.3% | 1% | -25% | ? | -24%
O=C(CN1C(=O)NC(Cc2c[nH]c3ccccc23)C1=O)Nc1cccc(S(=O)(=O)N2CCCC2)c1 (centres undefined) | -7% | 10% | 1% | · | -0.8% | -4% | -13% | 0% | -24%
C[C@H](c1ccccc1)N1C[C@@H](COCc2ccccc2)Oc2cc(N3CC[C@@H](O)C3)ccc2S1(=O)=O | · | -29% | · | ? | 3.8% | ? | · | · | ·
COc1cc(OC)cc(C(=O)NC(C(=O)O)C23CC4CC(CC(C4)C2)C3)c1 (centres undefined) | -1% | -22% | -5% | ? | 3.7% | 0% | -6% | 3% | -56%
COc1cccc(NC(=O)CN(C)C(=O)CCNC(=O)c2ccccc2OC)c1 | 0% | 3% | 13% | i | -0.7% | 4% | 2% | -4% | -6%
CC1(C)CC(=O)C/C(=N/Nc2nc3ccccc3s2)C1 | ? | ? | ? | ? | 0.2% | -1% | 3% | -5% | -93%
COc1ccc(C2=NOC(Cn3nc(-c4ccccc4)cc3C(=O)O)C2)cc1 (centres undefined) | -6% | 1% | 21% | i | -0.1% | 12% | -18% | 0% | 2%
CC(=O)N1c2ccccc2C(=O)C1N1CCN(c2cccc(C(F)(F)F)c2)CC1 (centres undefined) | -9% | · | · | · | 5.0% | · | 12% | -6% | -38%
CCOC(=O)C1=C(C)N=C2SC(C)C(=O)N2C1c1cccc(F)c1 (centres undefined) | -4% | -4% | 10% | i | -0.2% | -9% | ? | -22% | 6%
COC(=O)Cn1c2ccccc2c2nc3ccccc3nc21 | -6% | 2% | 1% | · | 4.7% | 17% | 14% | 0% | 9%
O=C(Nc1ccc(-c2nc3ccccc3o2)cc1)c1cccnc1 | 1% | 68%[activator] | 15% | i | -0.2% | -4% | 0% | -7% | -2%
Nc1nc(-n2cnnc2)nn1-c1ccccc1 | -1% | -2% | 1% | i | 0.0% | 4% | -10% | ? | -15%
Cc1ccc(OCC(=O)N2N=C(c3ccc(Cl)cc3)CC2c2ccco2)c([N+](=O)[O-])n1 (centres undefined) | 5% | -22% | 13% | i | 5.3% | 0% | 6% | 1% | -2%
O=C(COc1cc(O)c2c(=O)c3ccccc3oc2c1)OCc1ccccc1 | 13% | 2% | ? | i | -0.8% | 6% | 11% | 1% | 32%
O=C(COc1ccccc1)Nc1cc(S(=O)(=O)N2CCOCC2)ccc1N1CCCC1 | -5% | 0% | 10% | ? | 0.0% | 0% | 16% | -5% | -2%
O=S(=O)(CCNCc1ccco1)NCc1ccccc1 | -10% | 4% | -60%[inhibitor] | i | -0.8% | 15% | 12% | -2% | 15%
CCCCCC(=O)Nc1cc(S(=O)(=O)N2CCCCC2)ccc1N1CCOCC1 | 2% | 5% | 4% | i | 0.4% | 5% | -8% | -5% | 31%
CCOc1cccc(C(=O)Nc2cc(C)ccc2NC(=O)c2ccco2)c1 | -18% | 2% | 9% | i | 2.9% | -18% | -3% | 1% | -20%
Cc1nn(CC(=O)c2ccc(Cl)s2)c(C)c1[N+](=O)[O-] | 1% | -7% | -4% | i | 0.4% | -6% | -6% | 2% | -2%
COCCN(C(=O)c1cc(S(=O)(=O)N2CCCCC2)ccc1Cl)c1c(N)n(CC(C)C)c(=O)[nH]c1=O | -18% | 2% | -26% | ? | -0.8% | -3% | -3% | -7% | 0%
COc1ccc(Cl)cc1NC(=O)CC(C)=O | 17% | -2% | ? | i | ? | 8% | · | -6% | -12%
CCCc1ccc(-c2csc(NC(=O)C3=COCCO3)n2)cc1 | -24% | · | ? | i | 8.9% | -21% | ? | 0% | 5%
O=C(NCCNC(=O)c1ccco1)c1ccc(Cl)c(Cl)c1 | 13% | 19% | 7% | i | 0.1% | 3% | -2% | 1% | 8%
COc1ccc(C2C(C(=O)c3ccco3)=C(O)C(=O)N2CC2CCCO2)c(OC)c1 (centres undefined) | 0% | 5% | -7% | i | 3.7% | 3% | 6% | -11% | 1%
Cc1ccc(Oc2ccc(S(=O)(=O)N3CCOCC3)cc2C(N)=O)c(-n2nc3ccccc3n2)c1 | ? | -10% | 4.6µM* | i | 0.0% | -5% | · | ? | -23%
CCOc1ccc(NC(=O)CN(C)C(=O)C2CC(=O)N(CCc3ccccc3)C2)cc1OCC (centres undefined) | 20% | -10% | -6% | i | 0.7% | 2% | 10% | -6% | -71%
NC(c1csc(Nc2cnccn2)n1)c1ccccc1Cl (centres undefined) | 6% | -26% | · | i | 8.1% | -2% | · | · | -9%

Screens as filed in PubChem.
